Assay outcomes (PubChem BioAssay)
FLuc inh: Photinus pyralis luciferase inhibition; purified P. pyralis luciferase, luminescence, biochemical; Potency, µM (titrated, usually from 115 µM), inactives show at the highest dose activity change, negative = inhibition, most hits filed as inhibitors; hit rate 2.5% among 76,000; AID 1347043; further: potency means the concentration at half of the fitted maximal effect; nearly all actives have a fitted effect of over 65% in size
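FLuc 10nM, D-luciferin 10uM, ATP 10uM, Mg acetate 10mM, Tris acetate pH 7.5, Tween/BSA; cpd qHTS; enzyme added last; CCD luminescence.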
NIH3T3 tox: cytotoxic compounds in NIH 3T3 cells | AID 1345082 | Potency, µM (highest dose often 96.7 µM), for inactives: at the top dose activity change, negative = cytotoxicity, most hits filed as inhibitors | NIH 3T3 viability, CellTiter-Glo ATP luminescence, 48-72 h | hit rate 4.3% among 94,000; further: potency means the concentration at half of the fitted maximal effect; nearly all actives have a fitted effect of over 55% in size
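Cytotoxicity is measured as loss of cellular ATP: NIH 3T3 cells (400/well) are exposed to compound for 48 or 72 hr at 37 °C, then CellTiter-Glo luminescence is imaged after 10 min at room temperature.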
SNCA viab count: counter-screen for SNCA expression inhibitors: cell viability. hit rate 0.12% among 150,000. HEK-293-SNCA-luc viability, GF-AFC fluorescence, 24 h. AID 1671193. Potency, µM (doses to about 57.1 µM), for inactives: at the highest dose activity change, negative = cytotoxicity, actives largely listed as cytotoxic;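 further: potency means the concentration at half of the fitted maximal effect; 0% = DMSO-treated cells and -100% = medium-only wells without cells; nearly all actives have a fitted effect of over 30% in size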
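HEK-293-SNCA-luc cells (1500/well) plated 24 h, then exposed 24 h to a dilution series; GF-AFC added 30 min at 37C, fluorescence 405/540 nm; normalised to medium-only and DMSO wells, Hill fit.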
HEK cytotox: kills HEK 293 cells | HEK 293 viability, ATP luminescence (CellTiter-Glo), 48-72 h | AID 1345083 | hit rate 6.6% among 94,000 | Potency, µM (titrated, usually from 115 µM), inactives show at the top dose activity change, negative = cytotoxicity, most hits filed as inhibitors; further: potency means the concentration at half of the fitted maximal effect; nearly all actives have a fitted effect of over 60% in size
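250 HEK 293 cells/well; compound by pintool; incubated 48 or 72 hr at 37 degree Celsius; CellTiter-Glo added, 10 min RT, luminescence imaged.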
SNCA expr inh: reduces expression of the alpha-synuclein gene; HEK-293 SNCA-luciferase knock-in, luminescence, 24 h; Potency, µM (series often up to 57.2 µM), for inactives: at the top dose activity change, negative = inhibition, most hits filed as inhibitors; hit rate 0.17% among 140,000; AID 1671194;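 further: potency means the concentration at half of the fitted maximal effect; plate controls were DMSO cells for no effect and cell-free wells for full effect; nearly all actives have a fitted effect of over 45% in size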
GPT2 inhibitor: inhibitors of human GPT2 alanine aminotransferase; hit rate 0.25% among 100,000; Recombinant GPT2, coupled pyruvate oxidase/HRP Amplex Red fluorescence; Q8TD30; Potency, µM (series often up to 57.7 µM), inactives show at the top dose activity change, negative = inhibition, most hits filed as inhibitors; further: potency means the concentration at half of the fitted maximal effect; nearly all actives have a fitted effect of over 60% in size; many of its hits are not listed in these tables
Target sequence (Q8TD30 whole entry, looked up): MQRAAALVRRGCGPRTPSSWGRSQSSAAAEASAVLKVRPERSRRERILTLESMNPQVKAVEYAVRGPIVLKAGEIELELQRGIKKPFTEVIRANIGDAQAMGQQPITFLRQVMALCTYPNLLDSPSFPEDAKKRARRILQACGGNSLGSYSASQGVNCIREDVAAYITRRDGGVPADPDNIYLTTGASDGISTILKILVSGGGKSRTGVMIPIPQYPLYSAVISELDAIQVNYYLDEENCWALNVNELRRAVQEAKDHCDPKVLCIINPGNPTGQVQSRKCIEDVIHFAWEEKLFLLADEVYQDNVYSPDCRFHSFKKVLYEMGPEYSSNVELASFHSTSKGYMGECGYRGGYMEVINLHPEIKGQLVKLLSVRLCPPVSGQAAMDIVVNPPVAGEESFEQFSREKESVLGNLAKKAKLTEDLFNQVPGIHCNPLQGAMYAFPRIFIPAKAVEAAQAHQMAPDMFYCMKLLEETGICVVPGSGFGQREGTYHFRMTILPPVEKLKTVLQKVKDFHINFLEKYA
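GPT2 10ng/uL, a-KG 250uM, L-Ala 2mM, HEPES pH7.5 + 0.0001% Tween; 30 min RT. Then Amplex mix (PO/HRP/ThPP), 30 min RT dark, fluorescence. AOA 50uM used as positive control.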
IP6K1 inhibitor: blocks human inositol hexakisphosphate kinase 1; hit rate 0.81% among 140,000; Q92551; IP6K1 kinase, ADP-Glo luminescence, 2 h; stronger effect = lower value; activity change, % (series mostly up to about 58 µM); in the data active means activity change below about -25%
Target sequence (Q92551 whole entry, looked up): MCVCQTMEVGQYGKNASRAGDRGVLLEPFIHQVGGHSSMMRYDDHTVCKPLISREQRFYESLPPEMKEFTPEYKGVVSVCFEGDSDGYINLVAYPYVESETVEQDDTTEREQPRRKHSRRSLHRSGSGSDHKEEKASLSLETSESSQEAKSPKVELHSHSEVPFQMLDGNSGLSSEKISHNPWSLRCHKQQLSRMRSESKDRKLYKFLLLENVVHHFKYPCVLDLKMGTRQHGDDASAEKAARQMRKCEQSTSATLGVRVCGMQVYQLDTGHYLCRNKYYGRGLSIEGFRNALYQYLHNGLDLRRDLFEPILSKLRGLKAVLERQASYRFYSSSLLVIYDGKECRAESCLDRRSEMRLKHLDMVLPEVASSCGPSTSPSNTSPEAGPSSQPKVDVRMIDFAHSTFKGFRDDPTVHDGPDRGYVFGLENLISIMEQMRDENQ
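ADP-Glo luminescence measures ADP made by human IP6K1 during a 2 h RT reaction with ATP/IP6 (mix at 1.3 mM/130 uM); top library doses 57.5 and 19.1 uM final.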
Active calls of the source: *; i = inactive; ? = inconclusive; . = not tested or not shown; & = joins results of further samples; [ ] = remark or other dose. Unless noted, the call rests on the fitted dose curve; in most records, active means well fitted curve in the direction sought with a large enough effect; inconclusive means small, poorly fitted or top-dose-only effect, or another doubt; inactive means no such curve, though single readings can be large; an effect the other way counts as inactive or inconclusive. Unless noted, on the % scale 0 is the no-effect control and ±100 the full control effect.

Molecule,FLuc inh,NIH3T3 tox,SNCA viab count,HEK cytotox,SNCA expr inh,GPT2 inhibitor,IP6K1 inhibitor
CC1(C)CC[C@]2(C(=O)O)CC[C@]3(C)C(=CCC4[C@@]5(C)CCC(O[C@@H]6OC[C@H](O)[C@H](O)[C@H]6O[C@@H]6O[C@H](CO)[C@@H](O)[C@H](O)[C@H]6O)[C@@](C)(CO)C5CC[C@]43C)[C@@H]2C1 (some centres undefined),.,.,-5%[23.9 µM],.,.,3%[17.1 µM],-3
Cc1ccc2c(c1)-c1onc(C(=O)N(C)c3cccc(C(F)(F)F)c3)c1CO2,.,.,-3%,.,-4%,.,-2
O=C(O)[C@@H](c1ccc(OCc2ccc3ccccc3n2)cc1)C1CCCC1,.,.,18%,.,64%[activator],i,.
O=C(Cn1ncn2c(cc3ccccc32)c1=O)NCc1ccc(F)cc1,.,.,-11%,.,?,.,-13
NS(=O)(=O)c1ccc(NC(=O)CCn2c(=O)oc3ccccc32)cc1,.,.,-6%,.,-16%,.,-5
O=C1CSc2ccccc2N1CC(=O)N1CCCCC1c1nccs1 (centres undefined),4%,-22%,-14%,-18%,12%,-26%,10
Nc1ccc(O)cc1,.,.,19%[23.9 µM],.,-9%[25.6 µM],?,-3
COc1ccc(-c2nccc3c(=O)cc(N4CCN(C)CC4)oc23)cc1OC,-4%[172 µM],?,10%[87.6 µM],i,-8%[87.6 µM],-1%[88.5 µM],-20
O=C(c1cn(CCCc2ccccc2)nn1)N1CCC(OCc2cccnc2)CC1,-10%,?,1%,?,-9%,i,-3
Cc1noc(C)c1CC(=O)N1CC(c2noc(C3CCCN3C)n2)C1 (centres undefined),-12%,-7%,-3%[12.5 µM],-24%,-16%,-5%,6
CC(=O)Nc1ccc(CN2CC(Oc3ccc(F)cc3F)C2)cc1,.,-18%,2%,-16%,15%,-11%,-10
c1ccc(CNc2nc(-c3ccccc3)no2)cc1,14µM*,?,3%,?,108%[activator],i,-11
O=C(Oc1ccc(Cl)cc1)c1cc(-c2ccc3c(c2)OCCO3)on1,.,.,-15%,.,-14%,.,-6
CCn1cc(CN2CCN(C(=O)c3cccs3)CC2)ccc1=O,?,?,3%,?,36%[activator],?,-2
Cc1ccc(C2NC(=O)N(CC(=O)Nc3ccc(F)c(F)c3)C3=C2C(=O)OC3)cc1 (centres undefined),-10%,?,-18%,20µM*,?,i,-9
O=C1[C@H]2CN(Cc3ccc(Cl)cc3)C[C@H]2C(=O)N1CCc1ccccc1,-1%,?,4%,?,?,1%,-2
Cc1ccc(-c2cn3c(n2)CO[C@@H](CNS(C)(=O)=O)C3)cc1,-23%[172 µM],-11%[174 µM],-2%[87.6 µM],1%[172 µM],35%[activator][87.6 µM],5%[88.5 µM],3
COCCNC(=O)CCCN1C(=O)COc2ccc(C(=O)COc3ccc(C)cc3Cl)cc21,?,-19%,-15%,?,-9%,2%,-20
CCC1=NS(=O)(=O)c2cc(NC(=O)C3CC3)ccc2N1CC(C)C,1%,-3%,?,i,7%,5%,-8
NS(=O)(=O)c1cc2c(cc1Cl)NC=NS2(=O)=O,.,.,4%,.,-16%,3%&2%,-8
CCc1ccc(NC(=O)N(Cc2cn(CC)c3ccccc23)C2CCCCC2)cc1,.,.,?,.,-17%,.,22
COc1ccc(CNC(=O)c2ccc(NC(=O)N3CC4CCCN4c4ccccc43)cc2)cc1 (centres undefined),.,.,-2%,.,-7%,.,5
Cc1ccc(Nc2ccnc(N3CCC(C(=O)NCC4CC4)CC3)n2)cc1,.,32µM*,-7%[12.5 µM],?,-5%,i,1
Cc1nn2c(c1-c1ccnn1C(C)C)N(CC1CCOCC1)CCC2,-27%[172 µM],32µM*,?,45µM*,?,1%[88.5 µM],-1
Cc1ccc(N(C)C2CN(C(=O)OC(C)(C)C)C2)cc1,.,-24%[138 µM],6%[87.6 µM],?,46%[activator][87.6 µM],i,-5
O=C(CSc1nc2c([nH]c3ccccc32)c(=O)n1-c1ccc(F)cc1)Nc1ccc2c(c1)OCO2,.,.,-4%,.,5%,.,-14
CC1CCC2(C(=O)O)CCC3(C)C(=CCC4C5(C)CCC(O)C(C)(C(=O)O)C5CCC43C)C2C1(C)O (centres undefined),.,.,-4%[23.9 µM],.,.,2%[27.3 µM],-2
O=C(CC1N=C2c3ccccc3N=C(SCc3cccc(Cl)c3)N2C1=O)NC1CCCCC1 (centres undefined),.,.,4%,.,78%[activator],.,-20
COc1cccc(CNC(=O)CCn2cccn2)c1,.,.,7%,.,14%,.,-6
Cc1nc2nc(SCC(=O)NC3CCC(C)CC3)nn2c(C)c1Cc1ccccc1Cl (centres undefined),.,.,7%,.,28%,.,-13
CC(=O)N1CCN(C(=O)c2ccc3nnc(C(C)(C)C)n3c2)CC1,.,-19%[138 µM],2%[87.6 µM],i,1%[87.6 µM],-3%[88.5 µM],-3
O=C(Cn1c(=O)oc2ccccc21)N1CCc2nn(CC3CC3)c(=O)n2CC1,4%,i,-4%,-1%,6%,i,-15
CC(C)Oc1ccc(CNC(=O)C2CCCN(S(=O)(=O)c3ccc4c(ccn4C)c3)C2)cc1 (centres undefined),.,.,11%,.,-14%,.,26
Cc1ccc2nc(-c3cccs3)c(Nc3ccc4c(c3)OCCO4)n2c1,.,.,-24%,.,97%[activator],.,9
CCc1ccc(NC(=O)CCn2nc(-c3ccccc3OC)c3c(C)cc(C)nc32)cc1,.,.,-6%,.,?,.,-2
O=C(C[C@@H]1CCNC[C@@H]1Cc1cc(-c2ccccc2)on1)NCc1ccc(F)cc1,-7%[172 µM],40µM*,1%[87.6 µM],40µM*,?,?,13
COC(=O)c1cc2sc(Cl)cc2n1Cc1c(C)cc(C)cc1C,.,.,3%,.,1%,.,9
CCc1noc(-c2cn(C3CCN(C(=O)c4ccsc4)CC3)nn2)n1,-4%,-4%,-11%,7%,22%,i,15
C=Cc1ccc(COc2ccc3oc(-c4ccccc4)c(C(=O)OCC)c3c2)cc1,.,.,6%,.,134%[activator],.,2
Cc1noc(-c2cn(C3CCN(C(=O)c4ccc(Cl)s4)C3)nn2)n1 (centres undefined),-12%,-43%,-2%,-23%,-12%,i,-22
CCN(CC)Cc1cnc2c(C(=O)N3[C@H]4CCNC[C@@H]3CC4)cnn2c1,-10%,-5%,-9%,i,3%,-17%,10
O=C(Nc1cnc(-c2ccccc2)nc1)c1ccccc1C(F)(F)F,?,-2%,-12%,?,192%[activator],i,-4
CN1CCC(OC2CCN(C(=O)c3ccc(Cl)cc3)CC2)CC1,12%,-16%,4%,6%,-5%,i,-9
Cc1ccccc1OCC(=O)OCc1cc(=O)n2nc(C3CCCCC3)sc2n1,.,.,9%,.,4%,.,17
CCSc1ccccc1C(=O)N1CCN(c2nc3ccccc3s2)CC1,.,.,-17%,.,?,.,5
CN1CC2(CCN(Cc3ccccc3C#N)CC2)CC1C(=O)N1CCOCC1 (centres undefined),1%,-17%,-7%,-2%,18%,i,-5
CCCc1ccc(CN2CCCC(O)(CN(C)C)C2)o1 (centres undefined),6%,-11%,2%,-26%,21%,0%,6
CC(C)CN1CCN(C(=O)C2CCCN(S(=O)(=O)c3cn(C)cn3)CCC(=O)NCC2)CC1 (centres undefined),-3%,-15%,4%,i,-17%,i,0
Cc1ccc(S(=O)(=O)c2nnn3c2nc(N2CCCC2)c2sccc23)cc1C,.,.,0%,.,15%,.,-7
Cc1ccccc1Nc1cc(C(=O)NC2CCC(C)CC2)c2ccccc2n1 (centres undefined),.,.,1%,.,125%[activator],.,4
CN1C[C@@H](NC(=O)c2ccc(C#N)cc2)C[C@H]1c1nc(-c2cncnc2)no1,45µM*,-13%[174 µM],5%[87.6 µM],?,12%[87.6 µM],i,-10
CCc1nc(C)c(C(=O)N2CCC3(CCCN(Cc4cccc(C)c4)C3)C2)o1 (centres undefined),0%,?,-14%,?,?,-10%,8
CCC(=O)N1CCC2(CC1)OCC(C(=O)NCc1ccccc1)N2C(=O)c1ccc(C)cc1 (centres undefined),-8%,?,12%,?,5%,-1%,-6
COCC(=O)N1CCN(C(=O)c2cccc(-c3ccccc3OC)c2)CC1,.,0%,-18%[12.5 µM],i,15%,-2%,-4
O=C(COc1ccc(F)cc1)N1CC(Oc2cccc(-c3nc(-c4ccccc4)no3)c2)C1,?,?,-16%,?,?,-10%,0
C=C1CCC2(C(=O)OC3OC(CO)C(O)C(O)C3O)CCC3(C)C(=CCC4C5(C)CCC(OC6OC(CO)C(OC7OC(C)C(O)C(O)C7O)C(OC7OCC(O)C(O)C7O)C6O)C(C)(C)C5CCC43C)C2C1 (centres undefined),.,.,-3%[12.5 µM],.,.,i,1
C#CCNC(=O)C1CCCCN1Cc1ccc(-c2cc(F)ccc2OC)cc1 (centres undefined),.,?,.,?,.,.,10
Cc1ccc(S(=O)(=O)CCNC(=O)c2cc3n(n2)CCCNC3)cc1,7%,-18%,4%,-8%,10%,i,4
O=C(N[C@@H]1CN(c2ccncn2)C[C@H]1CO)C1CCCC1,3%,0%,-5%,-4%,2%,i,3
CN1C[C@H](NCc2cnn(C)c2)CCC[C@@H](C(=O)NC2CC2)CC1=O,-7%[172 µM],i,3%[87.6 µM],-1%[172 µM],2%[87.6 µM],-9%[88.5 µM],-7

The results go on.
Molecule,FLuc inh,NIH3T3 tox,SNCA viab count,HEK cytotox,SNCA expr inh,GPT2 inhibitor,IP6K1 inhibitor
Cc1c(-c2ccccc2F)[nH]c2ccc(CNC(=O)Cn3ccc(=O)[nH]c3=O)cc12,10µM*,45µM*,-10%,45µM*,50%[activator],i,-3
CC(C)CN1C(=O)c2ccccc2C(C(=O)Nc2nncs2)C12CCCC2 (centres undefined),-9%,-17%,-8%,?,?,-9%,29
COc1ccc(-c2cc(CC3(NC4CCCCC4)COC3)no2)cc1,7%[172 µM],-20%[174 µM],-4%[87.6 µM],?,11%[87.6 µM],-13%[88.5 µM],1
O=C(C1CCCN1[S+](=O)([O-])c1ccsc1)N1CCC(c2ccccc2)CC1 (centres undefined),.,?,-5%,?,5%,i,-2
